# Compound activity (PubChem)
# TcdB inh: TcdB glycohydrolase inhibition; P18177; TcdB glycohydrolase enzymatic assay, plate reader; inhibition, % at 9.99 µM; actives 0.24% (n = 350,000); AID 652162; in the data active means inhibition above about 10%
# Active calls of the source: *; & = joins results of further samples.
SMILES,TcdB inh
O=C(C[C@H]1C=C[C@H](NC(=O)c2cccc(F)c2)[C@@H](CO)O1)NCCN1CCCC1,-1.6
O=C(Nc1ccccc1)N[C@@H]1CC[C@H](CCn2cc(-c3ccccc3F)nn2)O[C@H]1CO,0.1
CCS(=O)(=O)N1CCC2(CC1)CN(S(=O)(=O)c1ccccc1)[C@@H](CO)c1c2c2ccc(OC)cc2n1C,1.4
C[C@@H]1CCCCO[C@H](CN(C)Cc2ccc3c(c2)OCO3)[C@H](C)CN([C@@H](C)CO)C(=O)c2cc(NC(=O)Nc3ccccc3)ccc2O1,2.8
C[C@H](CO)N1C[C@H](C)[C@H](CN(C)C(=O)C2CCCCC2)Oc2ncc(C#CC3(O)CCCC3)cc2C1=O,0.0
CCC(=O)N(C)C[C@H]1Oc2ncc(C#Cc3ccccc3)cc2C(=O)N([C@H](C)CO)C[C@H]1C,1.0
COc1ccc(NC(=O)Nc2ccc3c(c2)CC(=O)N([C@H](C)CO)C[C@@H](C)[C@@H](CN(C)C(=O)Nc2ccc(OC)cc2)O3)cc1,-0.6
CCNC(=O)C[C@@H]1C=C[C@@H](NC(=O)C2CC2)[C@H](CO)O1,-1.1
C[C@H](CO)N1C[C@H](C)[C@@H](CN(C)C(=O)c2cccc(F)c2)Oc2cc(-c3ccncc3)ccc2S1(=O)=O,0.7
CCC(=O)N1[C@H](CO)[C@H]2c3ccccc3N(C(=O)c3cnccn3)C[C@H]21,-0.8
CCC(=O)Nc1ccc2c(c1)C(=O)N(C)C[C@@H](OC)[C@H](C)CN(C(=O)Cc1cccnc1)[C@@H](C)CO2,-0.3
O=C(N[C@@H]1CC[C@H](CCNC(=O)C2CCOCC2)O[C@H]1CO)c1ccccn1,0.2
COc1ccc(NC(=O)Nc2ccc3c(c2)C(=O)N([C@H](C)CO)C[C@H](C)[C@H](CN(C)Cc2ccc(C(F)(F)F)cc2)OCCCC[C@H](C)O3)cc1,-7.9
CCS(=O)(=O)Nc1ccc2c(c1)C(=O)N(C)[C@H]1CC[C@H](CC(=O)NCCCN3CCOCC3)O[C@H]1CO2,0.5
C[C@@H]1CN([C@H](C)CO)C(=O)c2ccccc2-c2ccccc2CO[C@H]1CN(C)S(=O)(=O)c1ccc(C(F)(F)F)cc1,-2.4
C[C@H](CO)N1C[C@H](C)[C@H](CN(C)C(=O)C2CC2)Oc2cc(-c3ccccc3F)ccc2S1(=O)=O,-1.4
CC(C)NC(=O)Nc1cccc2c1O[C@@H](CN(C)C)[C@@H](C)CN([C@H](C)CO)C2=O,0.1
O=C1O[C@@H](c2ccccc2)[C@@H](c2ccccc2)N2[C@@H](c3ccccc3OCCO)[C@]3(C(=O)Nc4ccccc43)[C@@H](C(=O)N3CCN(c4ncccn4)CC3)[C@H]12,5.4
C[C@@H](NC(=O)C[C@H]1CC[C@H]2[C@@H](COC[C@H](O)CN2Cc2cc(F)ccc2F)O1)c1ccccc1,-0.4
CCS(=O)(=O)Nc1ccc2c(c1)C(=O)N(C)[C@H]1CC[C@H](CC(=O)NCCOC)O[C@@H]1CO2,0.1
CS(=O)(=O)N1[C@@H]2Cn3c(ccc(-c4cccc(F)c4)c3=O)[C@H]1[C@@H](C(=O)N1CCOCC1)[C@@H]2CO,1.1
CC(C)NC(=O)Nc1ccc2c(c1)C(=O)N([C@H](C)CO)C[C@@H](C)[C@@H](CN(C)Cc1ccncc1)O2,-0.2
CN(C)CCCNC(=O)[C@@H]1[C@@H](CO)[C@@H]2Cn3c(ccc(-c4ccccc4)c3=O)[C@H]1N2C,-1.2
C[C@@H](O)C#Cc1cnc2c(c1)C(=O)N([C@@H](C)CO)C[C@H](C)[C@H](CN(C)CC1CCOCC1)O2,-0.4
OC[C@H]1[C@H](c2ccc(-c3ccc(F)cc3)cc2)[C@H]2CN(CCC(F)(F)F)CCCCN21,-0.6
CCC(=O)N(C)C[C@H]1Oc2cc(-c3ccc(OC)cc3)ccc2S(=O)(=O)N([C@@H](C)CO)C[C@@H]1C,1.2
COc1ccc(S(=O)(=O)Nc2cccc3c2O[C@@H](CN(C)C(=O)NC2CCCCC2)[C@H](C)CN([C@@H](C)CO)C3=O)cc1,0.9
C[C@@H]1CN([C@H](C)CO)C(=O)c2cccc(N(C)C)c2O[C@H]1CN(C)S(=O)(=O)c1cn(C)cn1,1.2
Cc1noc(C)c1NC(=O)N(C)C[C@@H]1Oc2c(NC(=O)c3nc4ccccc4s3)cccc2C(=O)N([C@@H](C)CO)C[C@@H]1C,0.3
C[C@@H]1CCCCO[C@@H](CN(C)C(=O)Cc2ccccc2)[C@H](C)CN([C@@H](C)CO)C(=O)c2cc(NC(=O)Nc3ccc(F)cc3)ccc2O1,0.5
CCCNC(=O)N1C[C@H]2[C@@H](c3ccccc31)[C@H](CO)N2C(=O)Nc1ccc(F)cc1,0.1
C[C@@H]1CN([C@@H](C)CO)C(=O)c2cc(-c3cccnc3)cnc2O[C@H]1CN(C)C(=O)C1CC1,0.9
CCC(=O)N[C@@H]1C=C[C@H](CC(=O)NCc2ccc(OC)cc2)O[C@H]1CO,0.0
O=C(C[C@H]1C[C@@H]2c3cc(NC(=O)NC4CCCC4)ccc3O[C@@H]2[C@@H](CO)O1)NCC1CC1,-0.8
COc1ccc(S(=O)(=O)N2C[C@@H](O)COC[C@@H]3O[C@@H](CC(=O)N(C)C)CC[C@H]32)cc1,-1.4
COc1ccc(NC(=O)Nc2ccc3c(c2)C(=O)N([C@@H](C)CO)C[C@H](C)[C@H](CN(C)S(=O)(=O)c2cccs2)O3)cc1,0.4
O=C(O)C[C@@H]1CC[C@@H]2[C@H](COC[C@@H](O)CN2S(=O)(=O)c2ccc(F)cc2)O1,-1.6
C[C@@H]1CN([C@@H](C)CO)C(=O)c2cc(C#C[C@@H](C)O)cnc2O[C@@H]1CN(C)C(=O)CN(C)C,1.1
CO[C@@H]1CC[C@@H]2CCOc3ccc(C#N)cc3C(=O)N(C)[C@@H](C)C(=O)N(C)C[C@H]1O2,0.5
CO[C@H](CN(C)Cc1ccc2c(c1)OCO2)[C@H](C)CN(C(=O)c1ccccc1)[C@@H](C)CO,0.0
C[C@@H]1CN([C@H](C)CO)C(=O)c2cc(NC(=O)Nc3ccc4c(c3)OCO4)ccc2O[C@@H](C)CCCCO[C@@H]1CN(C)C(=O)CCC(F)(F)F,1.5
C[C@@H]1CN([C@H](C)CO)C(=O)c2cc(Br)cnc2O[C@H]1CN(C)Cc1ccccn1,-1.3
C[C@@H]1CN([C@H](C)CO)C(=O)CCCn2nncc2CO[C@@H]1CN(C)Cc1ccc(O)cc1,0.0
Cc1ccc(S(=O)(=O)N[C@H]2C=C[C@H](CC(=O)NCCCN(C)C)O[C@H]2CO)cc1,-0.2
CO[C@@H]1CN(C)C(=O)c2cc(NS(C)(=O)=O)ccc2OC[C@@H](C)N(C)C[C@@H]1C,-0.9
C/C=C/c1ccc([C@H]2[C@@H](CO)N(C(=O)C3CC3)[C@@H]2CNC(=O)NC(C)C)cc1,-1.0
CO[C@H]1CC[C@@H]2CCN(C)C(=O)C[C@H](c3ccccc3)CN(C)C(=O)c3cccc(C#N)c3OC[C@@H]1O2,0.5
C[C@H](CO)N1C[C@H](C)[C@@H](CN(C)Cc2ccccc2)Oc2c(NS(C)(=O)=O)cccc2C1=O,-1.1&1.6

# A different layout for 3 compounds above:
Structure	TcdB inh
CO[C@@H]1CC[C@@H]2CCOc3ccc(C#N)cc3C(=O)N(C)[C@@H](C)C(=O)N(C)C[C@H]1O2	0.5
CO[C@H](CN(C)Cc1ccc2c(c1)OCO2)[C@H](C)CN(C(=O)c1ccccc1)[C@@H](C)CO	0.0
C[C@@H]1CN([C@H](C)CO)C(=O)c2cc(NC(=O)Nc3ccc4c(c3)OCO4)ccc2O[C@@H](C)CCCCO[C@@H]1CN(C)C(=O)CCC(F)(F)F	1.5

# Other entries.
SMILES,TcdB inh
CN(C)C(=O)[C@@H]1[C@@H](CO)[C@@H]2Cn3c(ccc(/C=C/c4ccccc4)c3=O)[C@@H]2N1C(=O)c1cnccn1,-0.3
C/C=C/c1ccc2c(c1)O[C@@H](CN(C)C(=O)CN1CCOCC1)[C@H](C)CN([C@@H](C)CO)S2(=O)=O,0.6
Cc1noc(C)c1S(=O)(=O)N(C)C[C@@H]1OCCCC[C@@H](C)Oc2ccc(NS(=O)(=O)c3cccs3)cc2C(=O)N([C@@H](C)CO)C[C@@H]1C,0.7
C[C@@H]1CN([C@@H](C)CO)S(=O)(=O)c2ccc(C#Cc3ccccn3)cc2O[C@@H]1CN(C)C,-0.7
Cc1noc(C)c1NC(=O)Nc1ccc2c(c1)C(=O)N([C@H](C)CO)C[C@H](C)[C@H](CN(C)Cc1ccc(Oc3ccccc3)cc1)O2,-0.5
C[C@@H]1CN([C@H](C)CO)C(=O)Cc2cc(NC(=O)Cc3ccccc3)ccc2O[C@H]1CN(C)C,-0.7
C/C=C/c1ccc([C@H]2[C@@H](CNC(=O)CC)N(C(=O)CC)[C@H]2CO)cc1,-0.4
C[C@@H]1CN([C@H](C)CO)C(=O)c2cc(NS(=O)(=O)c3cn(C)cn3)ccc2O[C@@H]1CN(C)C,-0.1
COc1cccc(NC(=O)Nc2ccc3c(c2)C(=O)N(C)C[C@H](OC)[C@@H](C)CN[C@H](C)CO3)c1,0.3
C[C@@H]1CCCCO[C@@H](CN(C)S(=O)(=O)c2ccccc2)[C@@H](C)CN([C@H](C)CO)C(=O)c2cc(NC(=O)Nc3ccc4c(c3)OCO4)ccc2O1,0.1
CN1c2ccc(Br)cc2[C@@H]2[C@@H](CCN2C(=O)C2CCC2)[C@H]1CO,-4.0
C[C@@H]1CN([C@@H](C)CO)C(=O)c2cc(C#C[C@@H](C)O)cnc2O[C@H]1CN(C)C(=O)CN(C)C,1.7
CC(C)NC(=O)N(C)C[C@@H]1Oc2cc(Br)ccc2S(=O)(=O)N([C@H](C)CO)C[C@@H]1C,0.5
C[C@@H]1CN([C@@H](C)CO)C(=O)Cc2cc(NC(=O)Cc3ccccc3)ccc2O[C@H]1CN(C)Cc1ccc(C(=O)O)cc1,-2.7
O=C(C[C@@H]1CC[C@H]2[C@@H](COC[C@H](O)CN2C(=O)C2CCCC2)O1)NCc1ccncc1,-10.0
CC(C)CC#Cc1ccc2c(c1)O[C@@H](CN(C)C)[C@@H](C)CN([C@H](C)CO)S2(=O)=O,-0.1
O=C(C1CCCC1)N1CC[C@@H]2[C@H]1c1cc(C#Cc3ccc(F)cc3)ccc1N[C@@H]2CO,-0.8
C[C@H](CO)N1C[C@H](C)[C@@H](CN(C)S(=O)(=O)c2ccc(F)cc2)Oc2ccc(NC(=O)CCC(F)(F)F)cc2CC1=O,0.6
C[C@H](NC(=O)C[C@H]1C[C@H]2c3cc(NS(=O)(=O)c4ccc(F)cc4)ccc3O[C@H]2[C@H](CO)O1)c1ccccc1,-0.2
CN(C)C(=O)[C@@H]1[C@@H](CO)[C@@H]2Cn3c(ccc(C4=CCCC4)c3=O)[C@@H]2N1Cc1ccccn1,-3.1
COCC(=O)N1CC2(C1)CN(Cc1nccs1)[C@H](CO)c1c2c2ccc(OC)cc2n1C,-2.1
C[C@H](CO)N1C[C@H](C)[C@H](CN(C)C(=O)NC2CCCCC2)Oc2ccc(NS(=O)(=O)c3ccc(F)cc3)cc2CC1=O,-0.8
C/C=C/c1ccc2c(c1)O[C@@H](CN(C)Cc1cncnc1)[C@@H](C)CN([C@H](C)CO)S2(=O)=O,-1.2
C[C@H](CO)N1C[C@H](C)[C@H](CN(C)C(=O)Nc2cccc3ccccc23)Oc2c(NC(=O)Nc3cccc4ccccc34)cccc2C1=O,-1.0

# Continued, starting with the last 3 of the part before.
SMILES,TcdB inh
C[C@H](CO)N1C[C@H](C)[C@H](CN(C)C(=O)NC2CCCCC2)Oc2ccc(NS(=O)(=O)c3ccc(F)cc3)cc2CC1=O,-0.8
C/C=C/c1ccc2c(c1)O[C@@H](CN(C)Cc1cncnc1)[C@@H](C)CN([C@H](C)CO)S2(=O)=O,-1.2
C[C@H](CO)N1C[C@H](C)[C@H](CN(C)C(=O)Nc2cccc3ccccc23)Oc2c(NC(=O)Nc3cccc4ccccc34)cccc2C1=O,-1.0
Cc1ccc(-c2ccc([C@@H]3[C@H]4CN(C(=O)Cc5ccccn5)CC(=O)N4[C@H]3CO)cc2)cc1,0.0
CCC(=O)N(C)C[C@@H]1Oc2ncc(-c3ccc(F)cc3)cc2C(=O)N([C@@H](C)CO)C[C@@H]1C,0.0
C[C@H]1CN([C@@H](C)CO)C(=O)c2cccc(NC(=O)Nc3ccc(F)cc3)c2O[C@H]1CN(C)C(=O)Nc1ccc2c(c1)OCO2,2.7
O=C(O)C[C@H]1C=C[C@@H](NC(=O)c2ccncc2)[C@H](CO)O1,0.6
COc1ccc(-c2ccc([C@H]3[C@H]4CN(Cc5ccccc5)CC(=O)N4[C@H]3CO)cc2)cc1,-0.1
Cc1ccc(S(=O)(=O)N(C)C[C@H]2OCCCC[C@H](C)Oc3ccc(NS(C)(=O)=O)cc3C(=O)N([C@H](C)CO)C[C@H]2C)cc1,0.1
Cc1ccccc1-c1ccc(C2[C@@H]3CN(C(=O)Cc4ccccc4)C[C@H]2N3)cc1 (some centres undefined),1.4&0.7
CCC(=O)Nc1ccc2c(c1)OC[C@H](C)N(CCc1ccccc1)C[C@H](C)[C@@H](OC)CN(C)C2=O,-0.2
COc1ccc(CN(C)C[C@H]2OCCCC[C@H](C)Oc3ccc(N(C)C)cc3C(=O)N([C@@H](C)CO)C[C@@H]2C)cc1,-17
CO[C@H]1CN(C)C(=O)c2cc(NC(=O)C3CC3)ccc2OC[C@@H](C)N(Cc2ccccc2)C[C@H]1C,-0.6
C[C@H]1CN([C@@H](C)CO)C(=O)c2cc(-c3cccc(F)c3)cnc2O[C@H]1CN(C)C,-0.5
COc1ccc2c3c(n(C)c2c1)[C@@H](CO)N(CC1CCCC1)CC31CCN(C(C)=O)CC1,0.0
COc1ccc(NC(=O)Nc2ccc3c(c2)CC(=O)N([C@@H](C)CO)C[C@H](C)[C@@H](CN(C)S(=O)(=O)c2ccc(F)cc2)O3)cc1,-0.1

# Sorted by molecular weight (largest number first): part of the list above
SMILES,TcdB inh
CC(C)NC(=O)Nc1ccc2c(c1)C(=O)N([C@H](C)CO)C[C@@H](C)[C@@H](CN(C)Cc1ccncc1)O2,-0.2
CCC(=O)Nc1ccc2c(c1)OC[C@H](C)N(CCc1ccccc1)C[C@H](C)[C@@H](OC)CN(C)C2=O,-0.2
O=C(N[C@@H]1CC[C@H](CCNC(=O)C2CCOCC2)O[C@H]1CO)c1ccccn1,0.2

# Some of the compounds tested, so the mix of outcomes need not match the whole.
